Pol beta inh = blocks human DNA polymerase beta activity; AID 485314; P06746; Potency, µM (top dose mostly 114 µM), for inactives: top-dose activity change, negative = inhibition, usual class: inhibitors; 340,000 tested, 1.3% active; Pol beta primer extension/strand displacement, fluorescence kinetic; further: on the % scale 0 is the no-effect control and ±100 the full control effect
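Values derive from four-parameter Hill fits of normalized kinetic data: reads at 0 and 10 min following addition of 50 nM substrate to 10 nM Pol beta preincubated 15 min with compound.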
POLK inh = inhibitors of human DNA polymerase kappa | 400,000 tested, 0.53% active | purified Pol kappa, fluorescent DNA synthesis assay, 10 min | Potency, µM (top dose mostly 107 µM), for inactives: at the highest dose activity, negative = inhibition, most hits filed as inhibitors | Q9UBT6; further: on the % scale 0 is the no-effect control and ±100 the full control effect
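50 nM final substrate added after 15 min RT preincubation of 10 nM Pol kappa with compound; fluorescence read at 0 and 10 min.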
G9a block = G9a (human) methyltransferase inhibition | AID 504332 | 350,000 tested, 8.8% active | G9a H3K9 monomethylation, AlphaScreen, 2 h | Q96KQ7 | Potency, µM (highest dose often 102 µM), for inactives: at the top dose activity, negative = inhibition, most hits filed as inhibitors; further: on the % scale 0 is the no-effect control and ±100 the full control effect; nearly all actives have a fitted effect of over 75% in size
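Enzyme 20 nM + cpd, 15 min RT; add b-H3K9 pep 500 nM / SAM 20 uM; 2 h RT; anti-H3K9me1 Ab 0.5 ug/mL + SA donor / anti-rabbit acceptor beads 20 ug/mL each, 10 min; AlphaScreen read.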
BAZ2B block = BAZ2B (human) inhibition; Potency, µM (doses to about 114 µM), for the others: top-dose activity change, negative = inhibition, hits mostly inhibitors; 360,000 tested, 4.4% active; Q9UIF8; AlphaScreen BAZ2B-H3K14Ac peptide displacement; AID 504333; further: on the % scale 0 is the no-effect control and ±100 the full control effect; nearly all actives have a fitted effect of over 60% in size
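BAZ2B (50 nM) with biotin-H3(5-23)K14Ac peptide (50 nM) in PBS pH 7.4, 0.01% Tween-20, preformed 30 min, then compound 30 min at room temperature; top concentration 110uM. AlphaScreen streptavidin donor/nickel chelate acceptor beads (10 ug/mL final), 20 min dark, signal read.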
Pol eta inh = DNA polymerase eta (human) inhibition | Potency, µM (series often up to 114 µM), for the others: at the top dose activity change, negative = inhibition, actives largely listed as inhibitors | AID 588591 | 390,000 tested, 1.2% active | Q9Y253 | recombinant Pol eta, fluorescent DNA replication assay; further: on the % scale 0 is the no-effect control and ±100 the full control effect
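Pol eta at 10 nM preincubated with compounds 15 min at room temperature; reaction started with fluorescent substrate (50 nM final) and read kinetically at 0 and 10 min.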
JMJD2A Tudor inh = JMJD2A Tudor domain (human) inhibition. O75164. AlphaScreen JMJD2A-Tudor / H3K4me3 peptide binding. AID 504339. Potency, µM (doses to about 114 µM), without a hit: top-dose activity change, negative = inhibition, hits mostly inhibitors. 390,000 tested, 4.4% active; further: on the % scale 0 is the no-effect control and ±100 the full control effect; nearly all actives have a fitted effect of over 50% in size
Pol iota inh = DNA polymerase iota (human) inhibition; 390,000 tested, 1% active; Potency, µM (top dose mostly 115 µM), inactives show at the top dose activity, negative = inhibition, hits mostly inhibitors; Pol iota fluorescent replication assay, 10 min; Q9UNA4
Target sequence (Q9UNA4 whole entry, looked up): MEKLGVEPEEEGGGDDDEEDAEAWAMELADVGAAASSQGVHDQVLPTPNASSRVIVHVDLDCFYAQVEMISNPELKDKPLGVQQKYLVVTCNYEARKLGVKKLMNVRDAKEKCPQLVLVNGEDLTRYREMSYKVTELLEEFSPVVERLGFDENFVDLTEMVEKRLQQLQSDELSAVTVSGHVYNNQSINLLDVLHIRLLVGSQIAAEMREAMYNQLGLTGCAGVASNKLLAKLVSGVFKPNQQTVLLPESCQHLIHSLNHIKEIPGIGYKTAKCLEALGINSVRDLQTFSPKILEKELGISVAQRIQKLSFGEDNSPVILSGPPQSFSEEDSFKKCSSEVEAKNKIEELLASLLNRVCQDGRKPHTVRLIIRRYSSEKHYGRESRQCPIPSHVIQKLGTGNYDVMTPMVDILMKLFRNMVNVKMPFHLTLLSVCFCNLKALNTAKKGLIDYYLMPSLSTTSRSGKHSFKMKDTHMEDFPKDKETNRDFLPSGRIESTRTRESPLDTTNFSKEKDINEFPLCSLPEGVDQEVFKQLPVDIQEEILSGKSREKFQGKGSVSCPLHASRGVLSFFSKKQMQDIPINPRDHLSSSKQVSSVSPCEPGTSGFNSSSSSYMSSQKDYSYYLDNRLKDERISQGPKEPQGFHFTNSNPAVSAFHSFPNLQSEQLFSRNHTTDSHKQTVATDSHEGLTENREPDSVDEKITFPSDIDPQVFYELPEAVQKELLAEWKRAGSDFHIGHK
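Pol iota at 10 nM preincubated 15 min with compounds at room temperature; reaction started with fluorescent substrate, 50 nM final. Fluorescence read kinetically at 0 and 10 min; buffer-only wells as negative control.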
BLM inh = blocks DNA unwinding by human BLM helicase. AID 2528. Potency, µM (doses to about 56.1 µM), without a hit: top-dose activity change, negative = inhibition, most hits filed as inhibitors. 350,000 tested, 0.2% active. recombinant BLM DNA unwinding, fluorescence dequenching. P54132;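 further: plate controls were vehicle for no effect and no enzyme for full effect; nearly all actives have a fitted effect of over 35% in size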
APEX1 inh = blocks human APE1 abasic DNA cleavage. 350,000 tested, 0.35% active. recombinant APE1, TAMRA/BHQ-2 abasic DNA cleavage fluorescence. AID 2517. Potency, µM (top dose mostly 65.8 µM), for the others: at the highest dose activity change, negative = inhibition, actives largely listed as inhibitors;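 further: plate controls were vehicle for no effect and reference inhibitor for full effect; nearly all actives have a fitted effect of over 55% in size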
Target sequence (P27695 whole entry, looked up): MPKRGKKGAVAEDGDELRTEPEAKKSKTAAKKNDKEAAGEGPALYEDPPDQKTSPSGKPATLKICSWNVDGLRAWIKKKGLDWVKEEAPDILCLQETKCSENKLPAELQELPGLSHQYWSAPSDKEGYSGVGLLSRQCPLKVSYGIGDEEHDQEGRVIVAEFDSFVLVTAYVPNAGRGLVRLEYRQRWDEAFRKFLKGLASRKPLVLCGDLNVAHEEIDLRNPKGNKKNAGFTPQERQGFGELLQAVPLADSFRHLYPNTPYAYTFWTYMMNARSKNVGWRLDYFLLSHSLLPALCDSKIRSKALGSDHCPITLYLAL
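Endonuclease cleavage of a quenched abasic-site DNA duplex (50 nM) by APE1 (0.75 nM) was tracked by TAMRA dequenching. Compounds were preincubated with enzyme 15 min at room temperature; data normalized to buffer-only and DMSO wells plus NSC13755 control.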
Starred values were filed as active, the others as inactive; u = inconclusive; x = not tested or not shown; [ ] = another dose, or the depositor's remark. The call rests on the fitted dose curve; in most records, active means well fitted curve in the direction sought with a large enough effect; inconclusive means small, poorly fitted or top-dose-only effect, or another doubt; inactive means no such curve, though single readings can be large; an effect the other way counts as inactive or inconclusive. Potency means the concentration at half of the fitted maximal effect. These rows are one share of the data; count on the stated rates, not on these rows.

SMILES | Pol beta inh | POLK inh | G9a block | BAZ2B block | Pol eta inh | JMJD2A Tudor inh | Pol iota inh | BLM inh | APEX1 inh
Cc1c(C(=O)NC(C)C)oc2c1-c1[nH]ncc1CC2 | 42% | 2% | -20%[59 µM] | -7% | 10% | -9% | 25µM* | -2% | 16%
CCOc1ccc(NC(=O)Nc2cc(C)ccc2F)cc1 | 6% | -16% | 11% | 2% | -8% | -7% | 16% | -1% | 3%
CC(C)n1cc(/C=C2/SC(=O)N(CC(=O)N3CCCC3)C2=O)c2ccccc21 | 40% | 9% | -40%[59 µM] | 23% | -9% | u | -20% | -4% | -2%
COc1cccc(Cn2c(CNC(=O)c3cc([N+](=O)[O-])ccc3Cl)nc3cccnc32)c1 | 9% | -8%[60.1 µM] | 45%[activator][59 µM] | -27% | -8% | -26% | -1% | 0% | x
COc1cccc2cc(/C(C)=N/NC(=O)c3ccco3)oc12 | 21% | -16% | 0% | -17% | 5% | -22% | 16% | 1% | -4%
Cc1ccc(/C=N/N=C2\SCC(=O)N2CC2CC2)cc1 | u | -7% | x | 5% | -10% | -1% | 69%[activator] | -14% | 1%
CCOC(=O)c1nn(-c2c(C)n(C)n(-c3ccccc3)c2=O)cc1O | 8% | -12% | -1%[59 µM] | x | -6% | 0% | 5% | 1% | 4%
O=C1C2CCCN2C(=O)N1CCCN1CCN(c2cccc(Br)c2)CC1 (stereo not given) | 8% | 10% | x | -10% | -15% | -6% | 14% | 0% | 0%
CCCc1cc(=O)[nH]c(SCc2nc(-c3ccccc3F)no2)n1 | -6% | 4%[60.1 µM] | u | 7% | -12% | -17% | 1% | -4% | x
CC(=O)OCCN(Cc1ccccc1)Cc1ccc2c(c1)OCO2 | 5% | 2% | -42%[12.7 µM] | -6% | -13% | 65%[activator] | -11% | -3% | 9%
CCCc1cc(=O)oc2cc(OCC(=O)NCCCn3ccnc3)ccc12 | -11% | 10% | 11% | -20%[57.1 µM] | -9% | -5% | 29% | 1% | 86%[activator]
Cc1ccccc1-c1coc2cc(O)ccc2c1=O | -29% | -13% | -11%[59 µM] | -8% | -17% | -15%[11.4 µM] | 11% | -1% | -7%
COc1ccc(/C=C/C(=O)Nc2sc(Cc3ccccc3)c(C)c2C(N)=O)cc1 | 14% | -14% | -21%[59 µM] | -1% | -11% | -26% | 3% | -1% | -5%
Cc1cnc(C(=O)Nc2ccc(C(C)C)cc2)cn1 | 0% | -9% | 9% | x | -5% | -10% | 44%[activator] | 0% | -1%
O=C(NCc1nnnn1-c1ccc(F)c(F)c1)c1cc2ccccc2o1 | x | 6% | 6% | -6% | 0% | -8% | 33%[activator] | x | -6%
O=C(N/N=C/C1C(c2ccccc2)C1(Cl)Cl)c1cccc(Br)c1 (stereo not given) | 17% | -7% | u | -1% | -4% | -3% | 4% | -13% | 15%
CC(C)OC(=O)c1ccc(Cn2nnc3sc4c(c3c2=O)CCCC4)cc1 | 25% | -8% | 28%[59 µM] | 17% | -10% | 21% | -15% | -8% | x
Cc1cc(C)cc(NC(=O)CCc2c(C)nn(-c3ccc(N4CCCC4)nn3)c2C)c1 | 1% | 19% | 1%[59 µM] | u | -10% | -25% | 28% | 0% | x
COCn1c(=O)c2c(nc(SC3=NCCS3)n2Cc2ccccc2C)n(COC)c1=O | -2% | -3% | u | -1% | -12% | -11% | -18% | -3% | 0%
CCc1c(C)nc(SCc2cccnc2)[nH]c1=O | 0% | -1% | 15% | -4% | -14% | -16% | 10% | 0% | 12%
O=C(O)CSc1c(-c2cccs2)[nH]c2ccccc12 | 5% | 7% | 18%[59 µM] | 4% | -11% | u | u | -1% | -5%
CCOc1ccc(Br)cc1C(=O)N/N=C/c1ccc([N+](=O)[O-])cc1 | u | -2% | -46% | x | -9% | -17% | 10% | -2% | -2%
CCCCc1c(C)nc2ccc(OC)cc2c1SCCC(=O)O | 0% | -21% | 198%[activator] | 37%[activator] | u | u | 46%[activator] | -7% | -1%
Cc1cccc(N(C(=O)c2csnn2)C(C(=O)NC2CCCCC2)c2ccccn2)c1C (stereo not given) | 7% | 12% | -5% | 5% | -11% | -17% | 29% | -1% | -3%
CCOC(=O)N1CCN(c2c(NCc3ccc(Cl)cc3)c(=O)c2=O)CC1 | -1% | -6% | 22% | 11% | -22% | -10% | 27% | 3% | -4%
Continued:
SMILES | Pol beta inh | POLK inh | G9a block | BAZ2B block | Pol eta inh | JMJD2A Tudor inh | Pol iota inh | BLM inh | APEX1 inh
Cc1ccc(S(=O)(=O)N2CCCC2CNC(=O)C(=O)NCc2ccccn2)cc1 (stereo not given) | x | -13% | -1%[0.501 µM] | -11% | -7% | -17% | 26% | x | 12%
CC(=O)N1CCN(C(=O)c2cc(S(=O)(=O)N(C)Cc3ccccc3)ccc2Cl)CC1 | x | -13% | u | -6% | -23% | -10% | 37%[activator] | x | 4%
CCC(=O)Nc1ccc(S(=O)(=O)NCc2ccco2)cc1 | 17% | -3% | 45µM* | -22% | u | -12% | 11% | -3% | u
CS(=O)(=O)N1CCC(C(=O)NCCc2ccccc2)CC1 | -5% | -6% | 14% | 12% | -10% | -7% | 29% | 0% | 3%
Cc1ccccc1Cn1ccc(NC(=O)c2nc3ncccn3n2)n1 | -12% | 1% | 5%[59 µM] | -2% | u | -16% | -12% | 0% | 1%
Cc1ccc(S(=O)(=O)N2CCCCC2)cc1NC(=O)CNc1ccc(C(F)(F)F)cc1 | x | -2% | 56µM* | 7% | -10% | -27% | 14% | x | 4%
COc1ccc(C(Cl)=C(c2ccc(OC)cc2)c2ccc(OC)cc2)cc1 | 16% | -5%[60.1 µM] | 12% | -2% | -14% | 19% | 14% | -5% | -5%
O=C(NCCCN1CCCCCC1)c1ccc(CS(=O)(=O)Cc2ccccc2F)o1 | 69% | -11% | u | -11% | 3% | -22% | 8% | 40%[activator] | 6%
OCCC1CN(Cc2ccc3c(c2)CCO3)CCN1Cc1ccc(F)cc1 (stereo not given) | 8% | -2%[60.1 µM] | 1% | 3% | -8% | -15% | -11% | -3% | 2%
O=C(NCC1CC1)c1ccc(Oc2cc(Cl)cc(Cl)c2)o1 | -2% | -3% | x | 9% | -12% | 5% | -2% | -7% | 15%
CCCCn1nc(C(=O)NCc2ccccc2CN2CCCC2)c2ccccc2c1=O | x | -10% | 16%[12.7 µM] | 8% | -6% | -15% | 14% | x | 3%
COC(=O)c1ccc(CNC(=O)Cn2nnnc2CN(C)C(C)C)cc1 | 61% | -3% | x | -5% | -4% | -12% | 35%[activator] | 2% | -10%
Cc1cccc(NC(=O)c2ccc(NS(=O)(=O)c3cccc4cccnc34)cc2)c1 | x | 4% | x | x | -15% | -24% | 29% | x | x
CCOc1ccc(S(=O)(=O)N2CCN(S(=O)(=O)c3ccc(OCC)cc3)C(C)C2)cc1 (stereo not given) | 24% | -10% | -1% | 17% | -5% | -9% | 13% | -1% | 0%
Cc1nn(CCN)c(C)c1Cl | 0% | -1% | -7%[0.501 µM] | 3% | -10% | -9% | -7% | -2% | -3%
N#Cc1cnn(-c2ccc(F)cc2)c1N | -6% | -22% | x | -5% | -22% | -13% | 48%[activator] | -10% | -5%
CCc1ccc(NC(=O)COn2nnc3ccc(S(=O)(=O)N(C)C)cc32)cc1 | 4% | -10% | u | 3% | -17% | -17% | 18% | 0% | u
Cn1c(N)c(N=O)c(=O)n(C)c1=O | 7% | -6% | 50µM* | -15% | -7% | -11% | 27% | -7% | -1%
COC(=O)[C@]1(C)N[C@H](CN(C)S(=O)(=O)c2ccc(-c3ccccc3)cc2)[C@@H]2C(=O)N(Cc3ccccc3)C(=O)[C@@H]21 | x | 7% | x | x | -24% | -18% | 33% | x | 11%
CCOC(=O)c1cnc2ccc(OC)cc2c1Nc1ccc(OCc2ccccc2Cl)cc1 | 5% | -11% | -3%[59 µM] | -12% | -23% | -21% | 2% | -11% | x
CCC(=O)Nc1cccc(-c2cn3cccc(C)c3n2)c1 | 1% | -19% | x | -5% | -1% | -17% | 5% | 0% | 13%
COc1cc(NC(=O)C2CCN(c3nnc(C)c4c(C)n(-c5ccccc5)nc34)CC2)cc(OC)c1 | 1% | -7% | -7%[59 µM] | -18% | 8% | -25% | -3% | -4% | x
COc1ccc(Oc2ncc3nc(-c4cc(F)cc(F)c4)c(=O)n(C4CC4)c3n2)cc1 | x | -2%[60.1 µM] | 7%[0.501 µM] | x | x | x | x | -7% | u
CCOc1ccccc1Oc1cn[nH]c1-c1ccc(OC)cc1O | 2% | -9% | 1% | -5% | -17% | u | 1% | -9% | -4%
CC1CCCN(S(=O)(=O)c2ccc(S(=O)(=O)N3CCCC3)cc2)C1 (stereo not given) | 34% | 0% | -4% | -8% | -17% | 1% | 27% | -2% | -2%
O=C(OCc1ccc([N+](=O)[O-])cc1)c1cc2ccccc2oc1=O | x | 6% | x | x | -12% | u | 5% | x | x
CCc1nc(SCc2ccc(C(=O)OC)o2)c2c(=O)n(C)c(=O)n(C)c2n1 | -13% | 1% | 4%[59 µM] | 1% | -22% | -1% | 11% | -1% | -1%
Cc1ccccc1-n1cc(CNC(=O)CCc2nnc(CCc3ccccc3)o2)cn1 | -3% | 2% | 6% | -14% | -21% | -10% | 23% | -3% | -4%
Cc1nc(C(F)(F)F)c(C(=O)N/N=C(\N)c2cccnc2)s1 | -10% | -14% | 29% | 79µM* | -20% | 28µM* | 46%[activator] | -1% | 24%
Cc1nc(Cc2ccc(OC(C)C)cc2)[nH]c(=O)c1CC(=O)O | 5% | -5% | 6% | 1% | -23% | 4% | 95%[activator] | -5% | -4%

Single records, as listed above.
Cc1nc(C(F)(F)F)c(C(=O)N/N=C(\N)c2cccnc2)s1 is listed with Pol beta inh: -10%; POLK inh: -14%; G9a block: 29%; BAZ2B block: 79µM*; Pol eta inh: -20%; JMJD2A Tudor inh: 28µM*; Pol iota inh: 46%[activator]; BLM inh: -1%; APEX1 inh: 24%
Cc1ccccc1Cn1ccc(NC(=O)c2nc3ncccn3n2)n1 is listed with Pol beta inh: -12%; POLK inh: 1%; G9a block: 5%[59 µM]; BAZ2B block: -2%; Pol eta inh: u; JMJD2A Tudor inh: -16%; Pol iota inh: -12%; BLM inh: 0%; APEX1 inh: 1%
